# Bioassay records deposited in PubChem BioAssay by several laboratories.
# CSN inh = inhibitors of human CSN-mediated cullin deneddylation; Q92905; inhibition, % at 12.5 µM; 0.38% of 360,000 active; Purified CSN, SCF-Nedd8-OG deneddylation, fluorescence polarization;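 active means pattern-corrected inhibition above about 35%, with an unprinted fluorescence ratio check between 0.5 and 1.5, limit read from the data, passing the limit was not always enough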;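 further: 0% = enzyme with substrate and 100% = substrate without enzyme; some results filed as inactive read as strong as hits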
#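 Assay system: Purified human Csn5 enzyme expressed in HEK293T cells | Amount: Enzyme 0.24 nM | Measured by: Fluorescence polarization readout | Medium: Tris/NaCl/DTT buffer, pH 7.5 | Compound dosing: One concentration, 12.5 µM, 0.25% DMSO | Times: 90 min incubation of compound, enzyme and substrate at room temperature | Control set: no-enzyme wells high, enzyme-with-substrate wells low | Read-out: % inhibition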
# E coli Lon inh = inhibitors of E. coli Lon protease | inhibition, % at 7.94 µM | 0.42% of 360,000 active | purified E. coli Lon protease, fluorescence polarization | P0A9M0 | AID 602123; in the data active means inhibition above about 13%, passing the limit was not always enough;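 further: 0% = enzyme with probe and DMSO and 100% = no enzyme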
# Rin1 Abl inh = blocks binding of human Rin1 to Abl. P00519+Q13671. TR-FRET Rin1/Abl binding, biochemical. inhibition, % at 7.35 µM. 0.4% of 360,000 active. AID 588664; in the data active means inhibition above about 5%, passing the limit was not always enough
# MsrA inh = inhibits bovine methionine sulfoxide reductase A | purified bovine MsrA, absorbance read-out | inhibition, % at 15.5 µM | 0.75% of 360,000 active | AID 651718; in the data active means inhibition above about 4.5%;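 further: 0% = vehicle wells with enzyme and 100% = reference inhibitor wells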
# MT1-MMP act inh = inhibitors of human MT1-MMP activation; P50281; HT1080 RFP-PRO-GFP cells, GFP/RFP ratio fluorescence, overnight; percent of plate control window, DMSO zero; GFP/RFP ratio change, % at 20 µM; 0.061% of 360,000 active; AID 651647;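 active means GFP/RFP ratio change of at least 30% with cell ATP level not reduced by more than half and red fluorescence within 50% of control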; further: strong numbers were not always called active
#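 Material: RFP-PRO-GFP reporter HT1080 cells. Dosing: single-point 20 µM compound, 1% DMSO. Controls: DMSO and RFP-L50D-GFP cell wells. Timing: cells overnight before dosing, compound overnight, 37 °C, 5% CO2. Measure: GFP/RFP fluorescence ratio.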
# MLLE-PAM2 inh = inhibitors of microRNA-mediated deadenylation, human PABP1 MLLE binding. P11940. GST-MLLE / FITC-PAM2 fluorescence polarization. inhibition, % at 20 µM. 0.36% of 360,000 active. AID 588489; in the data active means inhibition above about 35%, passing the limit was not always enough;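 further: plate controls were DMSO wells with GST-MLLE for no effect and wells lacking GST-MLLE protein for full effect; some results filed as inactive read as strong as hits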
# FAS-TE inh = FAS thioesterase (human) inhibition; P49327; AID 602261; 0.67% of 360,000 active; inhibition, % at 15 µM; recombinant FAS-TE, OMFH fluorogenic substrate, fluorescence endpoint;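 active means compounds whose normalised, plate-corrected inhibition of enzyme fluorescence in the single-dose primary screen is 50% or more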;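 further: 0% = DMSO with enzyme and 100% = substrate without enzyme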
# Target sequence (P49327 whole entry, looked up): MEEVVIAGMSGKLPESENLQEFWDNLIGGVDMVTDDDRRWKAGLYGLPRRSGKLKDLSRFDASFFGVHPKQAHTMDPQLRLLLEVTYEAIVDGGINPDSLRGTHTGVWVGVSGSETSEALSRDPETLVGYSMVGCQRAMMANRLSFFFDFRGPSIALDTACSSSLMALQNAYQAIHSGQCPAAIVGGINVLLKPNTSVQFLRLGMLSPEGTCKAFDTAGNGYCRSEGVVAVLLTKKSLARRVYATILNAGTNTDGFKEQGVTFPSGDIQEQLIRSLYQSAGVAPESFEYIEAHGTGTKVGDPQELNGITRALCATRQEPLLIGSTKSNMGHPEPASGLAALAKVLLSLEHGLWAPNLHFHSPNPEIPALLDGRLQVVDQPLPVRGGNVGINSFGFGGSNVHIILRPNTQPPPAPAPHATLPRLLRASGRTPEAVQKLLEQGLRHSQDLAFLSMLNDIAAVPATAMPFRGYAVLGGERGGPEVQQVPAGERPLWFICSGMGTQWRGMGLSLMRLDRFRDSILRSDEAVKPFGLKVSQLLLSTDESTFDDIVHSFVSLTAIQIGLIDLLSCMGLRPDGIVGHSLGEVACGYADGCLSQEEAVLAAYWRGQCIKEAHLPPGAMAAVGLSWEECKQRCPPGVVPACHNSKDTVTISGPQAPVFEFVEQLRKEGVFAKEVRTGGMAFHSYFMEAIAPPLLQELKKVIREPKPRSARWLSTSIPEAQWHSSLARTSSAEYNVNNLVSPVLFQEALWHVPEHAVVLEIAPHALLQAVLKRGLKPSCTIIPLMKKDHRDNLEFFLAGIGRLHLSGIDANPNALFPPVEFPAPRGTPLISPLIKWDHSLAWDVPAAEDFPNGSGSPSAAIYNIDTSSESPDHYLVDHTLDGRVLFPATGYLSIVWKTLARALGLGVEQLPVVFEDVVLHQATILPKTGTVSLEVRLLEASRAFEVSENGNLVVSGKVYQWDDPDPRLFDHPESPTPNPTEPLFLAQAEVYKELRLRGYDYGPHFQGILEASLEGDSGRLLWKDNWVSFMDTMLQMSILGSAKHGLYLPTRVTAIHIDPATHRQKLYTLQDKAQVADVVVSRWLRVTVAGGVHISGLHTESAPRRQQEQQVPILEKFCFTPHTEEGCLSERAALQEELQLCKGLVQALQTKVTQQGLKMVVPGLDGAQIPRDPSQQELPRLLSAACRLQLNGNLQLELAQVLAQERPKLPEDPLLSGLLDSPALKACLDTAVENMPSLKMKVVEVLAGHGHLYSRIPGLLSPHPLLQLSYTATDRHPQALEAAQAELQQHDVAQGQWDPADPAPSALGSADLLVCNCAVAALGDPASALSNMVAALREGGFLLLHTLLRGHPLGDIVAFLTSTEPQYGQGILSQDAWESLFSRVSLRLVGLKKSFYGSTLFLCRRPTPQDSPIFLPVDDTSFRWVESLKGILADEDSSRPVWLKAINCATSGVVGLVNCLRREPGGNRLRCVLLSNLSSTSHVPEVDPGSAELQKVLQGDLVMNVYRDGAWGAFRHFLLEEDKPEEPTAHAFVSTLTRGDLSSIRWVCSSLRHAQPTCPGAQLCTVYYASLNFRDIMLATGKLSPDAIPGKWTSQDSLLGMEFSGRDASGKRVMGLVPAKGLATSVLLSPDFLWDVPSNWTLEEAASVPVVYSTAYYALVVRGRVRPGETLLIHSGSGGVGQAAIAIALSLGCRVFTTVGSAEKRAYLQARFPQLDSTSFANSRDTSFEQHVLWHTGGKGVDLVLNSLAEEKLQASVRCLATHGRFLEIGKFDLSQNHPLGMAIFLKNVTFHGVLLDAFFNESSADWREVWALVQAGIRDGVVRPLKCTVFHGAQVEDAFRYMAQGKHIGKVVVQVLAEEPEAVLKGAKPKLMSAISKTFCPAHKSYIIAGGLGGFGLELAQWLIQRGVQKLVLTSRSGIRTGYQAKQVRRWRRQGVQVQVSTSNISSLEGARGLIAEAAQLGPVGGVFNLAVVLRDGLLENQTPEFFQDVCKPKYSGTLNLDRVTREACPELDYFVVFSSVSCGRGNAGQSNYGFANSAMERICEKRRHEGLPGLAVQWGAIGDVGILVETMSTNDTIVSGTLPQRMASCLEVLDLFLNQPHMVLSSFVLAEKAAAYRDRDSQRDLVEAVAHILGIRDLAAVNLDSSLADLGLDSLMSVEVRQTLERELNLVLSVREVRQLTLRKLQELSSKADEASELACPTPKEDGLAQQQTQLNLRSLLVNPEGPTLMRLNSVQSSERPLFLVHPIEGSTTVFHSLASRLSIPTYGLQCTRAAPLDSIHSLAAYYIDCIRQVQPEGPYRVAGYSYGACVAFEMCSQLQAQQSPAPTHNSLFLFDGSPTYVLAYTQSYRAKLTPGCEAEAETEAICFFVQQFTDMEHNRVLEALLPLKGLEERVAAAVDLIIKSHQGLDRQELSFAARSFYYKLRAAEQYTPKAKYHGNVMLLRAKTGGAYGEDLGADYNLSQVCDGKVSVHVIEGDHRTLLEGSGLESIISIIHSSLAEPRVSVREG
# Rpn11 block = blocks the human proteasome subunit Rpn11; calls only at 20 µM; 0.59% of 360,000 active; human 26S proteasome, Ub4-pepOG fluorescence polarization; 20S core pre-blocked with epoxomicin; O00487;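 active means inhibition at 20 µM, scaled to each plate's controls, above about 33%, limit read from the data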
# bovine MsrA act = activators of bovine methionine sulfoxide reductase A | activation, % at 10.6 µM | 0.3% of 360,000 active | purified bovine MsrA, absorbance read-out; in the data active means activation above about 7.5%;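 further: 0% = vehicle and 100% = reference activator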
# * = called active by the depositor; i = inactive; · = no result given.
# Order of values: bovine MsrA act	FAS-TE inh	Rpn11 block	Rin1 Abl inh	MT1-MMP act inh	CSN inh	MLLE-PAM2 inh	MsrA inh	E coli Lon inh
- O=C(NCc1ccc(Cl)cc1)c1ccc(Br)o1
  -7	-3	i	4	-3	0	-9	-0.5	16
- O=C(Cc1ccc([N+](=O)[O-])cc1)N1N=C(C2CC2)CC1(O)C(F)(F)F (centres undefined)
  -2	6	i	1	4	-5	6	-1.5	11
- CCc1[nH]c(=S)c(C#N)c2c1CCCC2
  -13	-6	i	-3	2	-7	27	0.5	-2
- Cc1ccc(-c2cc(C(=O)N/N=C/c3ccccc3)n[nH]2)o1
  -2	4	i	2	1	3	-4	-0.7	5
- CC1=C(C(=O)OC(C)C)C(c2ccccn2)n2ncnc2N1 (centres undefined)
  -3	-5	i	2	3	-5	-1	0.1	-10
- NNC(=O)CNC(=O)C12CC3CC(CC(C3)C1)C2
  -1	-2	i	0	1	-11	-5	0.1	17*
- COc1ccc(NC(=O)C2COc3ccccc3O2)cc1 (centres undefined)
  -3	2	i	1	-3	2	1	-0.1	1
- COc1cc(OC)cc(C(=O)N2CCN(c3ncccn3)CC2)c1
  2	-8	i	-2	4	2	0	1.4	-6
- Nc1nc(SCC(=O)N2N=C(c3ccc(Cl)cc3)CC2c2ccco2)n[nH]1 (centres undefined)
  -2	-11	i	-3	1	0	-39	-1.0	0
- CNC(=O)CCCCC(=O)N/N=C/c1ccc(Cl)cc1Cl
  -3	-1	i	-1	-3	0	3	0.2	-9
- COc1cccc(NC(=O)C2(C)CCCN2C(=O)C(C)C)c1 (centres undefined)
  7	-11	i	-1	5	-2	-2	-0.2	-2
- CCC(C)(C)NC(=O)CN(C(=O)c1snc(C(N)=O)c1N)c1ccc2c(c1)OCO2
  -15	-4	i	5	·	-5	-5	1.2	3
- CC(C)(C)CC(=O)OCC(=O)Nc1cc(C(C)(C)C)nn1-c1ccccc1
  -2	6	i	1	-2	1	-4	1.7	-1
- Cc1cc(C)c2nc(NNC(=O)c3ccc(S(=O)(=O)N4CCCCC4)cc3)sc2c1
  0	2	i	1	11	0	-151	0.6	-5
- C[n+]1cnc(-c2ccccc2)cc1-c1ccccc1
  -15	-7	i	0	10	-3	-54	2.0	-4
- COc1ccc(/C(C)=N/NC(=O)CNC(=O)/C=C/c2ccccc2OC)cc1
  -2	1	i	-1	2	1	-8	0.7	-10
- Clc1ccc(CN2CCc3c([nH]c4ccccc34)C2)cc1Cl
  -2	23	i	0	-5	1	-18	-1.5	10
- CSc1nc(O)c(C(c2ccc(O)cc2)c2c(O)nc(SC)[nH]c2=O)c(=O)[nH]1
  -4	-6	i	1	-5	-1	27	-0.3	4
- CCCc1nn(C)c2c(=O)[nH]c(-c3cc(S(=O)(=O)Nc4ccc(NC(C)=O)cc4)ccc3OCC)nc12
  -2	1	i	-2	0	-1	0	-0.1	9
- Cc1ccccc1CN(C)C(=O)COC(=O)c1ccc2[nH]c(C)c(C)c2c1
  0	9	i	-1	-6	3	8	2.2	-9
- CN(C)c1ncnc2c1ncn2C1CCCO1 (centres undefined)
  -3	-4	i	3	0	0	16	-0.1	-5
- CCNc1nc(NCC)nc(C(=O)OCCO)n1
  -1	-3	i	-1	-2	8	-4	-0.9	-6
- CC1(C(=O)NS(=O)(=O)C2CC2)CCCN(C(=O)COCc2ccccc2)C1 (centres undefined)
  -2	-7	i	-1	-1	-6	-1	0.7	1
- O=C(O)c1ccccc1C(=O)NCc1ccccc1
  -3	-3	i	-1	5	5	21	0.9	-3
- CC1(C)CC(=O)C(C(=O)c2ccccc2)C(=O)C1
  -3	-2	i	-1	-1	-2	-6	0.9	-1
- Cc1nc(C)c(-c2ccc(SCC(=O)Nc3cccc(Cl)c3C)nn2)s1
  0	7	i	-7	1	0	13	-0.5	-13
- O=C(CCC1CCCC1)NNC(=O)COc1ccc(Br)cc1
  -2	1	i	-2	-3	4	-5	-0.5	-3
- CSC1=NCCN1C(=O)c1ccc(S(=O)(=O)N2CCCC2)cc1
  -9	-1	i	5	3	1	-6	0.8	-4
- CCC(CC)c1nnc(NC(=O)c2cccc(S(=O)(=O)N3CCc4ccccc43)c2)s1
  -3	32	i	-3	-3	4	7	0.5	-1
- CC(C)(C)c1ccc2c(c1)C(=O)c1ccccc1C2=O
  -2	-5	i	0	2	4	2	0.7	2
- O=C(Cn1ncc2c([nH]c3ccccc32)c1=O)NCCCN1CCN(c2ccccc2)CC1
  -1	-3	i	0	-1	3	-2	0.0	-3
- COc1ccc(-c2nc(CN3CCC(C(=O)NC4CC4)CC3)c(C)o2)cc1OC
  -2	-3	i	-1	-2	-5	-15	-0.2	-3
- O=C(CSc1nnnn1-c1ccc2c(c1)OCCO2)Nc1nc2c(s1)CCCC2
  -1	-32	i	7	-1	-1	27	0.0	-11
- Cc1cc(OCc2cc(C(=O)N3CCC(Oc4cccnc4)CC3)no2)cc(C)c1Cl
  -3	29	i	-2	-4	-1	-11	2.2	1
- Cc1ccc(C(=O)NC2CC(=O)N(c3ccc4c(c3)OCCO4)C2)cc1[N+](=O)[O-] (centres undefined)
  0	32	i	-2	0	3	12	-1.3	-6
- CCOC(=O)C(=O)N(C)c1c(CC)nc2c(OCc3cccc(OC)c3)cccn12
  -6	-6	i	-1	0	-1	8	1.7	-4
- O=C(O)C1CC=CCC1C(=O)NCCc1csc(-c2ccccc2)n1 (centres undefined)
  -3	-8	i	0	4	1	18	0.8	-13
- CC(=O)Nc1ccc(C(=O)CN2C(=O)NC3(CCOc4ccccc43)C2=O)c(F)c1 (centres undefined)
  -2	-4	i	-2	-3	7	-12	0.2	-21
- CC(OC(=O)Cc1ccc(Cl)cc1)C(=O)NCCC1=CCCCC1 (centres undefined)
  -3	2	i	-4	0	0	9	0.2	-2
- CC(=O)Oc1cccc(/C=c2\sc3nc(-c4ccco4)nn3c2=O)c1
  -4	-10	i	-2	1	22	16	-0.3	-10

# Part of the list above, bar-delimited:
structure | bovine MsrA act | FAS-TE inh | Rpn11 block | Rin1 Abl inh | MT1-MMP act inh | CSN inh | MLLE-PAM2 inh | MsrA inh | E coli Lon inh
CCOC(=O)C(=O)N(C)c1c(CC)nc2c(OCc3cccc(OC)c3)cccn12 | -6 | -6 | i | -1 | 0 | -1 | 8 | 1.7 | -4
CC1(C(=O)NS(=O)(=O)C2CC2)CCCN(C(=O)COCc2ccccc2)C1 (centres undefined) | -2 | -7 | i | -1 | -1 | -6 | -1 | 0.7 | 1

# Other entries:
# Order of values: bovine MsrA act	FAS-TE inh	Rpn11 block	Rin1 Abl inh	MT1-MMP act inh	CSN inh	MLLE-PAM2 inh	MsrA inh	E coli Lon inh
- N/C(=N\OC(=O)Cc1ccccc1)c1ccc(Br)cc1
  2	0	i	2	1	-3	-1	0.4	-12
- CCOC(=O)C1CCN(C(=O)c2cccnc2Cl)CC1
  -2	-8	i	-2	2	-1	1	0.1	-4
- Cc1ccc(/C=C/c2nnc(-c3ccccc3)o2)cc1
  -4	7	i	1	-2	-5	12	0.0	-6
- O=C(Nc1ccnn1C1CCNCC1)c1ccc2c(c1)OCO2
  -3	-6	i	1	-4	3	7	2.1	1
- CC(C)C1C(=O)N(Cc2cn(CCC3OCCO3)nn2)CCS(=O)(=O)N1Cc1ccc(-c2cccc(CO)c2)cc1 (centres undefined)
  -1	-4	i	2	-4	6	5	-0.6	-5
- CC(C)c1ccc(NC(=O)CCN2C(=O)[C@@H]3Cc4ccccc4CN3C2=O)cc1
  0	1	i	1	-2	3	2	1.1	-7
- C=CCN1C(=O)C(Cc2ccc(OCC)cc2)SC1=Nc1ccc(C(=O)O)cc1 (centres undefined)
  1	-6	i	-1	-2	1	-11	0.6	-4
- Cc1cc2nc3ccc(=[N+](C)C)cc-3sc2cc1N
  19*	2	i	-42	17	1	18	·	2
- Fc1ccc(CCN2CCN=C2Nc2ccccc2)cc1
  -1	-12	i	-6	-4	8	-10	0.8	7
- COc1cccc(C(=O)Nc2cc(C)ccc2NC(=O)COc2ccccc2)c1
  -2	13	i	1	9	-5	5	-0.6	-4
- Cc1c(CCOC(=O)C23CC4(C)CC(C)(CC(C)(C4)C2)C3)sc[n+]1CC(=O)c1ccccc1
  3	2	i	3	-11	3	22	-0.9	-3
- COc1ccccc1N1CCN(CCCNC(=O)C2CCCN(c3ncnc4c3nc3n4CCCCC3)C2)CC1 (centres undefined)
  -2	1	i	3	5	3	-8	-0.1	4
- CN(CC1CCCN(CCc2ccccc2F)C1)C(=O)c1cc2ccccc2o1 (centres undefined)
  0	-1	i	-1	3	3	10	-1.2	-8
- O=C1C2C3C=CC(C3)C2C(=O)N1CNc1ccccn1 (centres undefined)
  4	-5	i	1	-1	5	-11	-0.6	-1
- Cc1cc(=O)oc(C)c1C(=O)Nc1cnc2ccccc2c1
  2	-17	i	-1	-49	1	34	1.6	-7
- COC(=O)c1cnc(NNC(=O)c2ccc([N+](=O)[O-])cc2)nc1C(F)(F)F
  -1	24	i	-4	1	2	0	1.1	0
- O=NN(C(=O)NCc1cccnc1)C1CCCCC1
  -4	-4	i	0	3	1	-2	0.6	-2
- CCc1ccc(NS(=O)(=O)c2ccc3oc(=O)ccc3c2)cc1
  -3	7	i	-2	·	-3	2	-0.9	-1
- Cc1nc2ccccc2nc1N1CCCC1
  -7	-3	i	-3	4	1	6	1.6	-3
- Fc1ccc(/C=N/Nc2nc3ccccc3[nH]2)cc1F
  -4	-1	i	0	15	-3	-83	2.5	2
- COc1ccc(NC(=O)c2cn(C)c(=O)c3cc(OC)c(OC)cc23)c(OC)c1
  1	0	i	0	4	0	-10	-0.3	-7

# Grouped by structure, the entries above containing an aryl methoxy group
# Order of values: bovine MsrA act	FAS-TE inh	Rpn11 block	Rin1 Abl inh	MT1-MMP act inh	CSN inh	MLLE-PAM2 inh	MsrA inh	E coli Lon inh
- COc1ccc(NC(=O)C2COc3ccccc3O2)cc1 (centres undefined)
  -3	2	i	1	-3	2	1	-0.1	1
- COc1cc(OC)cc(C(=O)N2CCN(c3ncccn3)CC2)c1
  2	-8	i	-2	4	2	0	1.4	-6
- COc1cccc(NC(=O)C2(C)CCCN2C(=O)C(C)C)c1 (centres undefined)
  7	-11	i	-1	5	-2	-2	-0.2	-2
- COc1ccc(/C(C)=N/NC(=O)CNC(=O)/C=C/c2ccccc2OC)cc1
  -2	1	i	-1	2	1	-8	0.7	-10
- COc1ccc(-c2nc(CN3CCC(C(=O)NC4CC4)CC3)c(C)o2)cc1OC
  -2	-3	i	-1	-2	-5	-15	-0.2	-3
- CCOC(=O)C(=O)N(C)c1c(CC)nc2c(OCc3cccc(OC)c3)cccn12
  -6	-6	i	-1	0	-1	8	1.7	-4
- COc1cccc(C(=O)Nc2cc(C)ccc2NC(=O)COc2ccccc2)c1
  -2	13	i	1	9	-5	5	-0.6	-4
- COc1ccccc1N1CCN(CCCNC(=O)C2CCCN(c3ncnc4c3nc3n4CCCCC3)C2)CC1 (centres undefined)
  -2	1	i	3	5	3	-8	-0.1	4
- COc1ccc(NC(=O)c2cn(C)c(=O)c3cc(OC)c(OC)cc23)c(OC)c1
  1	0	i	0	4	0	-10	-0.3	-7
